# Source: PubChem
# BoNT A protease: blocks Botulinum neurotoxin A light chain protease. inhibition, % at 10 µM. multiplex microsphere protease substrate cleavage, flow cytometry. AID 588499. hit rate 0.17% among 360,000; in the data active means inhibition above about 30%; inconclusive means no clear call, values can overlap the other calls; further: plate controls were buffer without enzyme for full effect and enzyme alone for no effect
# FadD28 FP inh: inhibitors of Mycobacterium tuberculosis FadD28 bisubstrate binding; hit rate 0.22% among 360,000; inhibition, % at 12.5 µM; AID 588549; FadD28 bisubstrate probe binding, fluorescence polarization; in the data active means inhibition above about 8.5%, passing the limit was not always enough; inconclusive means no clear call, values can overlap the other calls
# CCHF vOTU inh: CCHFV vOTU protease inhibition; Pep-AMC fluorescence; inhibition, % at 11.5 µM; hit rate 0.55% among 370,000; AID 651958; further: 0% = vehicle wells with enzyme and 100% = no enzyme wells
# Mtb FBA inh: inhibits M. tuberculosis FBA enzyme; P9WQA3; purified M. tuberculosis FBA, fluorescence read-out; inhibition, % at 1 µM; hit rate 2.3% among 360,000; in the data active means inhibition above about 27%;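 further: 0% = vehicle and 100% = reference inhibitor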
# Target sequence (P9WQA3 whole entry, looked up): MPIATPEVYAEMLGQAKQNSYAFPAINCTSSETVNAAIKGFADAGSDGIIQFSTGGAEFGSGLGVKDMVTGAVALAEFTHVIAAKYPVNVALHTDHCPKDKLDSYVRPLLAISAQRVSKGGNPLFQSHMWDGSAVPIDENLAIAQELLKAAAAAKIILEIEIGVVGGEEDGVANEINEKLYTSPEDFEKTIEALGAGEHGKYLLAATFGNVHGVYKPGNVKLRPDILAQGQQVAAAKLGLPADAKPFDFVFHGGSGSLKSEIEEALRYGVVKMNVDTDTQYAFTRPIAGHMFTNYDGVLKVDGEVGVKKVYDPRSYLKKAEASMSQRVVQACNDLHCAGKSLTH
# GDH-TPI inh: GDH-TPI coupled enzyme inhibition counter-screen | GDH-TPI coupled enzyme counterscreen, NADH absorbance | inhibition, % at 4.8 µM | hit rate 1.2% among 360,000 | AID 588335;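 further: 0% = DMSO wells and 100% = wells lacking the enzyme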
# PrPC surface inh: cell surface PrPC inhibition, primary TR-FRET screen. inhibition, % at 13.8 µM. TR-FRET read-out. hit rate 0.43% among 370,000. P04156; in the data active means inhibition above about 24%; further: 0% = median of the test wells and 100% = reference compound wells
# UGM FP inh: inhibitors of M. tuberculosis UDP-galactopyranose mutase. AID 504406. hit rate 0.06% among 320,000. purified UGM, fluorescence polarization probe displacement. P9WIQ1. inhibition, % at 10 µM; in the data active means inhibition above about 10%, passing the limit was not always enough; inconclusive means no clear call, values can overlap the other calls
# Target sequence (P9WIQ1 whole entry, looked up): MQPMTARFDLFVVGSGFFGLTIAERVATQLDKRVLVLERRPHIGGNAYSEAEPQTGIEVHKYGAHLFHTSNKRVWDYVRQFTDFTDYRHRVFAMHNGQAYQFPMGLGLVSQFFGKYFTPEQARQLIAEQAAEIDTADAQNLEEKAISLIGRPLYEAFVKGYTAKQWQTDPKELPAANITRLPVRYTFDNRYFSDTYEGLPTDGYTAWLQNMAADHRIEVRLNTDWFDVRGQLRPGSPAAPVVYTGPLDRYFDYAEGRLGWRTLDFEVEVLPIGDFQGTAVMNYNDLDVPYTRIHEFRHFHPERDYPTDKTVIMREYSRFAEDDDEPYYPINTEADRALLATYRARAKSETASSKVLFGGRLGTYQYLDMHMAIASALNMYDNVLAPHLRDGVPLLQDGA
# BoNT-F LC inh: blocks Botulinum neurotoxin F light chain protease; AID 588497; hit rate 0.22% among 360,000; inhibition, % at 10 µM; Multiplex microsphere protease cleavage assay, flow cytometry; in the data active means inhibition above about 35%, passing the limit was not always enough; inconclusive means no clear call, values can overlap the other calls; further: plate controls were buffer without enzyme for full effect and enzyme alone for no effect
# BioA inh: BioA (M. tuberculosis) enzyme inhibition. purified M. tuberculosis BioA enzyme, plate reader. inhibition, % at 9.99 µM. hit rate 0.096% among 360,000. AID 602481; in the data active means inhibition above about 40%; inconclusive means no clear call, values can overlap the other calls
# * = called active by the depositor; ? = inconclusive; . = not tested or not shown; & = joins results of further samples. Unless noted, no stated cut-off is given here; in the data, active means inhibition above about 30%; inactive means the rest. Compounds were not picked by outcome; any-hit rate near 4.8%.
entry	canonical_smiles	BoNT A protease	FadD28 FP inh	CCHF vOTU inh	Mtb FBA inh	GDH-TPI inh	PrPC surface inh	UGM FP inh	BoNT-F LC inh	BioA inh
1	CCOC(=O)NC(NCc1ccccc1)(C(F)(F)F)C(F)(F)F	2.1	1.8	-9.4	3.9	-4.4	7.0	-0.6	19.6	.
2	CCOc1ccc(-c2nnc(NC(=O)Cc3cc(OC)c(OC)c(OC)c3)o2)cc1	-2.8	-2.8	-11.1	-2.4	-10.3	5.8	-0.1	-8.0	.
3	CC(C)(C)c1ccc(C(CC(=O)O)NC(=O)c2ccccc2F)cc1 (stereo not drawn)	-0.2	-0.6	11.1	0.4	6.4	6.2	3.4	0.0	.
4	C[C@@H]1C(c2ccc(F)cc2)=NN(c2ccccc2)[C@H]1C(=O)N1CCOC1=O	-0.4	-1.2	17.3	1.6	20.0	-1.5	.	-3.8	-1.4
5	Cc1ccc(C2=NNC(=O)C(c3c[nH]c4ccccc34)C2)cc1 (stereo not drawn)	-0.8	-3.2	7.8	-0.8	-7.3	-6.2	3.5	-7.8	.
6	Cc1onc(-c2ccccc2)c1C(=O)Nc1ccc(NC(=O)c2c(-c3ccccc3)noc2C)cc1	0.0	-1.7	-1.9	1.4	0.8	-4.3	-1.0	-4.6	.
7	O=C(COc1ccc(-n2cnnn2)cc1)NCCc1ccc(F)cc1	-0.1	0.4	7.5	6.4	5.3	5.0	0.5	-22.7	-0.4
8	CN(C)c1ccc(S(=O)(=O)N2CCCCC2)cc1NC(=O)COc1ccccc1F	0.1	-0.2	3.6	5.2	-20.6	-1.7	0.0	-3.9	.
9	Cc1nnsc1C(=O)Nc1ccccc1Cl	1.4	-1.7	1.1	-0.4	3.1	4.6	-1.8	0.4	.
10	CCc1nc2ccc(C(=O)Nc3ccc(OC)c(OC)c3)cn2c1N(C)C(=O)c1cccc(OC)c1	0.3	0.6	7.9	2.4	21.0	-3.0	.	-2.2	-0.7
11	O=C(O)c1ccc(C(=O)O)c(C(=O)c2ccc(NC(=O)c3ccccc3)cc2)c1	-0.4	-0.6	-3.0	-1.5	8.6	5.2	1.9	5.9	-2.0
12	CC1=C(C)CC2C(=O)N(Cc3ccccc3)C(=O)C2C1 (stereo not drawn)	-0.3	0.9	9.4	1.6	8.6	-1.4	-2.4	-10.3	-1.5
13	O=C(O)c1ccccc1CSc1ccccn1	-0.1	-2.5	2.8	1.2	-3.8	0.7	1.7	0.3	-0.3
14	COc1ccc(-c2cc(=O)c3c(O)c(OC)c(O)cc3o2)cc1	0.8	-0.9	9.7	-1.6	19.4	-9.1	0.9	-0.8	1.2
15	C[C@H](CCC(=O)O)[C@H]1CC[C@H]2[C@@H]3CC[C@@H]4C[C@H](O)CC[C@]4(C)[C@H]3CC[C@]12C	-0.7	-5.6	6.3	-1.3	-9.8	0.0	3.1	1.1	1.3
16	CC1C2Cn3c(nc4ccccc43)C1N(C(C)C)O2 (stereo not drawn)	-0.1	-2.5	-2.0	-0.1	-5.7	3.1	-1.2	-3.6	-0.4
17	CC(C)Cn1c(=O)c(C(=O)Nc2ccncc2)c(O)c2ccccc21	0.2	0.9	-4.7	6.9	1.4	-1.1	0.8	-1.0	-3.7
18	CCOc1cccc(NC(=O)C2CC(=O)N(C)C2)c1 (stereo not drawn)	-0.3	-0.3	-13.7	-1.3	1.1	0.5	-0.4	-4.6	0.1
19	CCOc1cccc2sc(Nc3nc4ccc(NC(C)=O)cc4s3)nc12	-0.4	-5.2	-60.3	119.1*	39.1*	3.8	-0.1	-4.4	.
20	S=C1SCN(CC2CC2)CN1CC1CC1	1.2	-4.5	6.7	-0.3	-2.0	-0.8	-3.6	?	.
21	O=C(CNC(=O)c1ccccc1F)N/N=C/c1cccs1	0.0	-1.3	-5.2	0.2	2.1	-5.0	1.6	-8.5	-0.3
22	COn1c(SC(C)C)nc2ccccc2c1=O	0.0	0.8	1.0	-3.0	10.9	-1.9	-0.4	7.0	-1.9
23	Nc1nc(N2CCN(Cc3ccccc3)CC2)n[nH]1	0.4	1.5	-1.9	-5.7	0.0	-0.9	-1.1	2.4	-0.3
24	CN(C(=O)c1ccc(NC(=O)Cc2cccc([N+](=O)[O-])c2)cc1)C1CC1	0.1	-1.1	15.0	-0.3	9.4	-16.0	2.9	4.3	-4.0
25	O=C(CNC(=O)c1ccccc1)NCCc1nc2ccccc2[nH]1	-0.5	-2.6	1.0	-1.9	-1.3	-1.3	-1.0	-8.1	0.7
26	CC(C)CC(=O)Nc1nnc(S(=O)(=O)Nc2ccccc2)s1	-3.2	0.0	8.1	0.2	-1.3	-3.4	2.2	-1.7	-1.6
27	COc1ccc(Cn2cc(F)c(=O)n(CCC(C)C)c2=O)cc1[N+](=O)[O-]	-2.1	-1.3	7.8	6.0	10.1	-9.5	2.2	-8.4	0.9
28	CCc1nc2ccc(C(=O)NCc3ccco3)cc2nc1CC	-1.3	-0.4	4.6	0.8	15.7	-0.2	3.2	-2.6	1.2
29	N#Cc1c(NC(=O)COC(=O)c2ccc(S(=O)(=O)N3CCCC3)cc2)sc2c1CCCCC2	-0.4	0.4	0.6	-1.1	6.4	6.1	2.1	0.0	-0.8
30	COc1cc2c(cc1OC)C(C)N(S(=O)(=O)c1cccs1)CC2 (stereo not drawn)	5.7	-1.3	-3.6	-1.5	2.0	-2.7	-0.5	-6.7	0.0
31	Cc1c(C)c2cc(Cl)c(OCC(=O)NCCCN3CCCC3=O)cc2oc1=O	0.0	-1.1	-25.3	44.7*	33.6*	-4.9	.	-1.2	5.3
32	Cc1cccc(-n2nnc(C(=O)NCc3ccc4c(c3)OCO4)c2N)c1	1.1	-1.5	-7.2	1.9	5.9	1.3	0.5	-7.6	-0.7
33	Cc1ccc(SCCNC(=O)/C=C/c2ccccc2Cl)cc1	-1.3	-2.9	25.3	2.1	7.3	-0.8	-1.8	-10.1	-1.9
34	CC1Sc2ccc(S(=O)(=O)CCC(=O)N3CCN(c4ccccc4F)CC3)cc2NC1=O (stereo not drawn)	0.5	-1.4	8.7	-0.4	-3.9	5.1	2.3	-3.2	-0.8
35	CCc1ccc(C(=O)CN2CCSC2=N)cc1	-1.2	-3.6	-4.0	-2.5	-11.1	-0.9	-5.1	-1.8	.
36	N#Cc1cccc(Nc2c3c(nc4ccccc24)CCC3)c1	-1.1	-3.1	6.2	-0.1	22.9	16.4	0.8	3.8	2.1
37	COc1cccc(C2=CC(=O)CC(C)(C)C2)c1OC	-0.1	-4.2	4.2	-1.9	-5.2	-5.2	-0.5	1.5	13.5
38	COc1ccccc1CNC(=O)CN(C)CC(=O)Nc1ccccc1Br	0.5	0.2	2.1	2.1	7.0	-10.1	3.2	-6.9	-0.7
39	CCOc1ccc(CCNC(=O)COC(=O)COc2ccccc2C)cc1OCC	3.3	0.2	7.3	1.6	6.4	1.3	0.4	-12.2	.
40	COc1ccc(NC(=O)CN(c2ccccc2)S(=O)(=O)N(C)C)cc1OC	0.7	-3.0	-7.0	-1.8	1.2	15.2	-1.5	-6.8	0.2
41	O=C(NC(=S)Nc1ccc(S(=O)(=O)N2CCCCC2)cc1)c1ccc(Cl)cc1	-0.4	-1.9	1.6	4.9	-6.7	1.6	-2.8	3.5	0.1
42	CSC(=NC1CCCCC1)NS(=O)(=O)c1ccccc1	-0.1&0.2	-0.9&-0.3	2.0&-4.0	0.7&-2.4	-3.2&4.4	6.3&-7.5	-0.7	-2.2&-2.6	0.1
43	CN(Cc1cn(Cc2ccccc2)nn1)C1CN(Cc2cn(Cc3ccccc3)nn2)S(=O)(=O)C1 (stereo not drawn)	-0.5	.	7.2	.	.	3.5	.	4.2	.
44	COc1ccccc1CNS(=O)(=O)CCNC1CC1	-0.1	-4.2	8.7	-3.3	0.5	-6.7	.	-0.7	-0.1
45	Fc1ccc(-n2c(-c3ccco3)nc3nc4ccccc4nc32)cc1	0.3	-0.1	-91.4	125.6*	11.6	-3.6	0.6	8.0	-1.1
46	COCCCNC(=O)C[C@H]1C[C@H](C(=O)N2CCCCC2)[C@@]2(C)c3[nH]c4ccc(Cl)cc4c3CCN2C1=O	-0.2	-0.7	-4.5	2.1	2.8	3.2	.	-5.2	-1.1
47	Cc1ccc(NC2=NC(C(=O)Nc3ccc(C)c(C)c3)CC(=O)N2)cc1 (stereo not drawn)	0.4	-1.2	1.1	1.2	-1.9	-5.5	3.7	3.4	-0.6
48	CC1CCCC(C)N1C(=O)Cn1c(SCC(=O)Nc2ccc3c(c2)OCO3)nc2ccccc21 (stereo not drawn)	-0.6	1.0	-6.8	1.8	-2.5	-3.8	0.9	-13.0	-2.2
49	Cc1nnc(SCC2=C(C(=O)O)N3C(=O)C(NC(=O)C(C)n4nc(C(F)(F)F)cc4C)C3SC2)s1 (stereo not drawn)	-0.1	-4.5	0.9	0.7	-5.7	3.7	1.4	-8.1	.
50	Nc1cc([N+](=O)[O-])ccc1N1C(=O)CCCC1=O	-8.8	-4.0	-3.5	1.8	6.0	-8.0	-1.5	?	.

# (list continues)
entry	canonical_smiles	BoNT A protease	FadD28 FP inh	CCHF vOTU inh	Mtb FBA inh	GDH-TPI inh	PrPC surface inh	UGM FP inh	BoNT-F LC inh	BioA inh
51	Cc1ccc(-n2c(SCC(=O)N3c4ccccc4Sc4ccccc43)nnc2-c2ccncc2)cc1	-0.2	-2.5	7.8	2.3	4.0	5.0	-0.4	-3.9	0.1
52	COc1ccccc1-c1nc(=S)c(C(C)=O)c(C)[nH]1	0.2	0.0	-15.0	1.1	0.0	5.9	0.6	5.3	0.3
53	O=C1NC(=Nc2ccccc2)S/C1=C/c1cccnc1	-1.0	-0.5	-4.0	-2.5	22.5	0.4	-1.6	-4.2	-1.1
54	CCCS(=O)(=O)N1CCN(C2CCC(C)CC2)CC1 (stereo not drawn)	-0.3	-0.5	-7.8	-2.9	-1.0	10.6	1.8	-0.9	-1.4
55	Cc1ccc(CCNC(=O)C2CC(=O)N(CCc3ccccc3)C2)cc1 (stereo not drawn)	-0.5	-3.5	23.7	1.3	-6.0	-5.8	0.4	-3.7	-1.7
56	CC[n+]1ccc(C(=O)NCc2ccccc2)cc1	-0.9	-0.3	-5.1	-1.3	0.0	-7.3	0.7	-1.7	0.4
57	O=C(CCC1CCCN(Cc2ccc(O)c(Cl)c2)C1)NCc1ccccc1F (stereo not drawn)	-0.1	-2.6	0.9	0.5	0.6	-6.8	-0.8	1.7	.
58	O=C(Cc1ccc2c(c1)OCO2)NN=Cc1ccc([N+](=O)[O-])o1	-0.9	-2.3	32.2*	3.5	28.1	-38.2	-3.1	-2.3	-0.9

# Structures above that have a Cl atom (6):
entry	canonical_smiles	BoNT A protease	FadD28 FP inh	CCHF vOTU inh	Mtb FBA inh	GDH-TPI inh	PrPC surface inh	UGM FP inh	BoNT-F LC inh	BioA inh
9	Cc1nnsc1C(=O)Nc1ccccc1Cl	1.4	-1.7	1.1	-0.4	3.1	4.6	-1.8	0.4	.
31	Cc1c(C)c2cc(Cl)c(OCC(=O)NCCCN3CCCC3=O)cc2oc1=O	0.0	-1.1	-25.3	44.7*	33.6*	-4.9	.	-1.2	5.3
33	Cc1ccc(SCCNC(=O)/C=C/c2ccccc2Cl)cc1	-1.3	-2.9	25.3	2.1	7.3	-0.8	-1.8	-10.1	-1.9
41	O=C(NC(=S)Nc1ccc(S(=O)(=O)N2CCCCC2)cc1)c1ccc(Cl)cc1	-0.4	-1.9	1.6	4.9	-6.7	1.6	-2.8	3.5	0.1
46	COCCCNC(=O)C[C@H]1C[C@H](C(=O)N2CCCCC2)[C@@]2(C)c3[nH]c4ccc(Cl)cc4c3CCN2C1=O	-0.2	-0.7	-4.5	2.1	2.8	3.2	.	-5.2	-1.1
57	O=C(CCC1CCCN(Cc2ccc(O)c(Cl)c2)C1)NCc1ccccc1F (stereo not drawn)	-0.1	-2.6	0.9	0.5	0.6	-6.8	-0.8	1.7	.

# 2 of these compounds in another layout:
[20] S=C1SCN(CC2CC2)CN1CC1CC1
[21] O=C(CNC(=O)c1ccccc1F)N/N=C/c1cccs1
Screen / compound no.,20,21
BoNT A protease,1.2,0.0
FadD28 FP inh,-4.5,-1.3
CCHF vOTU inh,6.7,-5.2
Mtb FBA inh,-0.3,0.2
GDH-TPI inh,-2.0,2.1
PrPC surface inh,-0.8,-5.0
UGM FP inh,-3.6,1.6
BoNT-F LC inh,?,-8.5
BioA inh,.,-0.3
